# Salmonella PhoP GFP: PhoP regulon inhibitors, Salmonella typhi PhoP promoter GFP reporter, confirmatory (AID 1850); 310,000 compounds, 0.33% hits; inhibition, % at 50 µM; hits with a dose series show IC50 in µM; Salmonella Typhi PhoP-promoter GFP reporter, fluorescence, 4 h; higher % means a stronger effect; in the data active = a potency from the dose series; inconclusive = inhibition mostly from about 25% at the one dose, without a potency; inactive = the rest, 99 in 100 with inhibition below about 19%;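 also: 0% = induced wells with vehicle and 100% = uninduced wells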
# M. tuberculosis HTS: M. tuberculosis growth inhibition, HTS (AID 449762); M. tuberculosis H37Rv growth inhibition, 7H9 media; higher % means a stronger effect; one-dose inhibition, % at 25 µM; IC50 in µM for titrated hits; 330,000 compounds, 0.59% hits; in the data active = a potency from the dose series; inconclusive = inhibition above about 70% without an active follow-up result;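 also: bacterial growth assessed after seven days of incubation; strong numbers were not always called active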
# inhibitors of VEEV: inhibitors of VEEV TC-83 cytopathic effect, confirmation, Vero cells (AID 588727). Vero cells, VEEV TC-83 cytopathic effect inhibition; higher % means a stronger effect. one-dose inhibition, % at 20 µM; IC50 in µM for titrated hits. 350,000 compounds, 0.13% hits; in the data active = a potency from the dose series; inconclusive = inhibition mostly from about 14% at the one dose, without a potency; inactive = the rest, 99 in 100 with inhibition below about 12%; also: strong numbers were not always called active
# M. tuberculosis: growth inhibition of non-replicating M. tuberculosis (AID 488890). inhibition, % at 25 µM; hits with a dose series show IC50 in µM. Mycobacterium tuberculosis non-replicating, growth inhibition; higher % means a stronger effect. 320,000 compounds, 0.39% hits; in the data active = a potency from the dose series; inconclusive = inhibition mostly from about 82% at the one dose, without a potency; inactive = the rest, 99 in 100 with inhibition below about 76%;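 also: plate controls were DMSO cells for no effect and high antibiotic wells for full effect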
# influenza NS1A: H1N1 influenza NS1A inhibitors, functional cell based assay (AID 504329); NS1A functional cell-based assay, percent inhibition; higher % means a stronger effect; inhibition, % at 12.5 µM; hits with a dose series show IC50 in µM; 340,000 compounds, 0.3% hits; in the data active = a potency from the dose series; inconclusive = inhibition above about 27% without an active follow-up result; also: strong numbers were not always called active
# inhibitors of VEEV 10K pilot screen: also measured in inhibitors of VEEV; calls as there; inhibition, %; measured here: 10K pilot screen inhibition
# * = called active by the depositor; i = inactive; ? = inconclusive; · = no result given. Outcome played no part in choosing rows; any-hit rate near 1.6%.
SMILES,Salmonella PhoP GFP,M. tuberculosis HTS,inhibitors of VEEV,M. tuberculosis,influenza NS1A,others
CC(C)c1ccc(C2CC(=O)N3CN(C)CSC3=C2C#N)cc1 (stereo unspecified),-1%,-1%,7.1%,43%,-29%,
Cc1cc(NS(=O)(=O)c2ccc(NC(=S)NC(=O)c3ccccc3)cc2)no1,5%,16%,2.2%,67%,19%,
Cc1cc2oc(=O)cc(CN3CCCCC3C)c2c(C)c1Cl (stereo unspecified),-23%,8%,0.8%,11%,-4%,
CC(=O)c1sc(NC(=O)c2ccccc2F)nc1-c1ccccc1,-5%,-2%,4.3%,1%,1%,
CCOc1ccccc1NC(=O)c1ccc2c(c1)C(=O)N(CC)C2=O,-3%,6%,0.5%,-1%,-8%,
COc1ccccc1OCc1nnc(SCC(=O)Nc2ccc(C)cc2)n1C,2%,3%,1.0%,36%,-16%,
CC(C)C(=O)Nc1ccc2c3c(cccc13)CC2,-4%,20%,i,8%,-1%,
CCOC(=O)CSC1=NC(=O)/C(=C/c2ccc(OC)cc2)S1,7%,?,0.2%,?,3%,
CC[n+]1c(/C=C2/C=C(C)CC(C)(C)C2)sc2ccc(OC)cc21,0%,?,0.8%,?,7%,
CCCSc1nsc(NC(=O)C(c2ccccc2)c2ccccc2)n1,0%,3%,i,3%,-4%,
Cc1ccc2oc(-c3cccc(N)c3)nc2c1,-8%,?,4.0%,18%,-10%,
CCOC(=O)c1nnn(-c2nonc2N)c1-c1ccc(F)cc1,2%,-3%,0.2%,2%,-9%,
Cc1cc(C(F)(F)F)n2ncc(-c3ccc(F)cc3)c2n1,-76%,-5%,0.6%,-29%,-3%,
CC(=O)N1CCN(C(=O)C2(NC(=O)Nc3ccc(C)cc3)CCCCC2)CC1,4%,-5%,2.7%,1%,4%,
CCOC(=O)N1CCN(C(=O)C2CCN(S(=O)(=O)N(CC)CC)CC2)CC1,1%,-8%,i,-3%,-31%,
O=C(CSc1nnc(-c2ccc(O)cc2)o1)N1CCOCC1,-3%,?,i,62%,2%,
CNC(=O)c1cc(C(=O)c2ccccc2Br)c[nH]1,-16%,0%,0.8%,-7%,-3%,
COC(=O)c1nnn(CC(=O)Nc2cccc(OC)c2)c1C(=O)OC,-8%,-1%,0.7%,·,12%,
CC(C)CC(=O)Nc1nc2c(c(=O)[nH]1)CCCC2,-7%,-11%,0.6%,·,3%,
CC1CCN(CCCNC(=O)C2CCC(=O)N2C2CCCC2)CC1 (stereo unspecified),-6%,-3%,i,-2%,0%,
O=C(N/N=C/c1ccccn1)c1ccc(NC(=O)c2cccc([N+](=O)[O-])c2)cc1,3%,-4%,2.1%,·,·,
O=C(O)c1[nH]c2ccc(Cl)cc2c1CC(=O)N1CCN(C(=O)c2ccco2)CC1,-9%,3%,0.8%,0%,1%,
Cc1c(NC(=O)CSc2nnc3c4ccccc4n(CCc4ccccc4)c3n2)c(=O)n(-c2ccccc2)n1C,-1%,2%,?,23%,3%,
C=CCOc1ccc(Cl)cc1CNC1CCCC1,32%,1%,i,-2%,-4%,
O=C(Nc1ccc(Cn2ccnc2)cc1)c1cccc(C(F)(F)F)c1,-1%,7%,0.9%,34%,-21%,
COc1cccc(-n2nc3c(=S)[nH]nc(C)c3c2C)c1,6%,1%,i,-21%,-2%,
Cc1ccccc1Sc1ncccc1[N+](=O)[O-],-3%,61%,i,-9%,8%,
OC12CCCCC1C(c1ccc3c(c1)OCO3)N(Cc1ccc(F)cc1)CC2 (stereo unspecified),-13%,0%,0.9%,9%,12%,
Cc1cccc(C2Nc3ccccc3C(=O)N2c2ccc(F)cc2)n1 (stereo unspecified),12%,-3%,1.4%,5%,2%,
CCOC(=O)c1c(-c2ccncc2)csc1N,-3%,7%,0.8%,9%,2%,
CCc1ccc(OCCOCC(O)CN(CCO)CCO)cc1 (stereo unspecified),-6%,-4%,i,1%,-10%,
COc1ccc(-c2cn(-c3ccc(C)c(C)c3)c(=S)[nH]2)cc1OC,-4%,6%,1.6%,17%,-5%,
COc1cc2c(cc1OC)CN(C(=O)c1ccncc1)CC2,-14%,-1%,0.1%,-7%,-6%,
CN1CC2(C)CN(C(c3ccccc3)c3ccccc3)CC(C)(C1)C2O (stereo unspecified),9%,-7%,0.9%,12%,7%,
FCCCOc1ccc(-c2ccnc3ncnn23)cc1,10%,0%,1.0%,16%,7%,
COc1cccc(/C=C2/SC(=S)N(CC(=O)NNC(=O)c3ccccc3O)C2=O)c1,6%,-3%,i,-9%,-8%,
Cc1ccc(C)c(N2CCN(c3nc4ccccc4c(=O)n3Cc3ccccc3)CC2)c1,·,6%,1.4%,·,-3%,
CC1CCCCC1NC(=O)c1cc2ccccc2o1 (stereo unspecified),-5%,9%,1.2%,?,-1%,
CCOC(=O)c1ccc(NC(=O)COc2ccccc2CNCCO)cc1,-3%,?,0.3%,37%,-3%,
O=C(Nc1ccccc1N1CCCC1)c1ccccc1F,-3%,?,i,?,-6%,

# Continued, starting with the last 3 of the part before.
SMILES,Salmonella PhoP GFP,M. tuberculosis HTS,inhibitors of VEEV,M. tuberculosis,influenza NS1A,others
CC1CCCCC1NC(=O)c1cc2ccccc2o1 (stereo unspecified),-5%,9%,1.2%,?,-1%,
CCOC(=O)c1ccc(NC(=O)COc2ccccc2CNCCO)cc1,-3%,?,0.3%,37%,-3%,
O=C(Nc1ccccc1N1CCCC1)c1ccccc1F,-3%,?,i,?,-6%,
COc1ccc(C(=O)/C(=C/c2cccs2)c2nc3ccccc3o2)cc1,3%,5%,i,14%,-4%,
CCCCN1CC(COCc2ccccc2)Oc2cccc(Oc3cc(C)c(C)c(C)c3)c2S1(=O)=O (stereo unspecified),·,·,i,·,-12%,
Cc1cccc(-n2c(C)nc3cc(C(=O)N4CCC5(CC4)OCCO5)ccc32)c1,3%,-4%,2.0%,-8%,-5%,
CCOC(=O)c1c(N)c(C#N)c2n1CCCCC2,-7%,8%,2.4%,8%,2%,
O=S1(=O)CCC(NC(=S)N2CCCCCC2)C1 (stereo unspecified),0%,1%,0.4%,-1%,-9%,
O=[N+]([O-])c1cccc(Cl)c1NCCNc1ncc(C(F)(F)F)cc1Cl,-9%,2%,1.1%,14%,-2%,
CNC(=O)CC12CC3CC(CC(C3)C1)C2,6%,-8%,0.5%,-5%,-2%,
O=C(CCN1CCC(c2ccccc2)C1)c1ccccc1 (stereo unspecified),3%,?,i,i,6%,
CC(=O)/C(=C(/O)c1ccccc1)c1nc2ccccc2[nH]1,-8%,3%,8.8%,6%,12%,
N#C/C(=C\c1ccc[nH]1)C(=O)N1CCCCC1,-7%,-1%,1.3%,-30%,·,
COC(=O)c1cc2ccsc2n1CC(=O)N(C)c1ccccc1,23%,2%,i,3%,1%,
O=C(Nc1cccnc1)c1cc(-c2cccc(Br)c2)nc2ccccc12,-5%,?,8.2%,39%,-3%,
CCOC(=O)CN1CC23C=CC(O2)C(C(=O)NC2CCCCC2)C3C1=O (stereo unspecified),3%,3%,i,-25%,-1%,
O=C(CCC1CCCCC1)Nc1ncn[nH]1,9%,-1%,i,8%,-2%,
COc1ccccc1NC(=O)CCN1CC(C)OC(C)C1 (stereo unspecified),4%,-3%,0.6%,-5%,-3%,
Cc1cc(NC(=O)CCC(=O)N(CC(=O)NC2CCCC2)c2ccc(Cl)c(Cl)c2)no1,15%,7%,i,-1%,-6%,
COc1ccc(CC(=O)N2CCN(S(=O)(=O)c3ccc(Cl)s3)CC2)cc1,·,-14%,0.3%,8%,-6%,
CC1CCC(NC(=O)CC(NC(N)=O)c2ccccc2Cl)CC1 (stereo unspecified),-3%,-8%,2.1%,-3%,-8%,
CCSc1ccccc1C(=O)N1CCN(c2ccc([N+](=O)[O-])cc2)CC1,9%,-6%,1.9%,33%,5%,
CCOc1cc(NC(=S)NCCCOC)c(OCC)cc1NC(=O)c1cccs1,-4%,3%,i,57%,0%,
CCOC(=O)c1c(-c2ccccc2)nc2ccccn12,3%,-13%,i,21%,1%,
Cc1ccc(N(Cc2cc(=O)[nH]c3ccccc23)C(=O)C(C)C)cc1,8%,-4%,1.7%,6%,11%,
O=C(NCc1ccccc1)C1=C[C@@H](c2csc3ccccc23)C[C@@H](OCc2ccc(CO)cc2)O1,-6%,27%,2.5%,36%,10%,
Cc1nnc(SCC(=O)N(C2CCCCC2)C2CCS(=O)(=O)C2)n1N (stereo unspecified),-2%,0%,0.3%,-1%,5%,
COc1cccc(/C=C/c2ccc3ccccc3n2)c1OC(C)=O,2%,?,1.8%,8%,-5%,inhibitors of VEEV 10K pilot screen=5.7
CCCCN(Cc1nc2ccccc2c(=O)[nH]1)C(=O)c1nn(C)c(=O)c2ccccc12,·,·,9.8%,·,-1%,
O=C(COC(=O)c1n[nH]c2ccccc12)c1cccc(Br)c1,-9%,-15%,5.5%,2%,-2%,
O=C(Nc1cccc(CCc2ccccn2)c1)c1ccc(Cl)cc1,12%,2%,·,40%,·,
CC1(C)CC(=O)C(C2C3=C(CC(C)(C)CC3=O)Oc3c(Br)cc(Br)cc32)=C(O)C1 (stereo unspecified),2%,10%,0.4%,27%,-2%,
COc1cccc(NC(=O)CN(C)C(=O)c2ccc3c(c2)CC(c2ccccc2)OC3=O)c1 (stereo unspecified),·,-4%,9.4%,24%,-3%,
CC(Sc1ncc(C(F)(F)F)cc1Cl)C(=O)NC(N)=O (stereo unspecified),10%,-2%,1.3%,11%,5%,
O=C(COc1ccc(/C=N/NS(=O)(=O)c2ccccc2)cc1)N1CCOCC1,12%,-4%,i,-12%,-11%,
Cc1cccc(C)c1OCc1cc(C(=O)N2CCCC2c2nonc2C)no1 (stereo unspecified),9%,20%,6.1%,29%,8%,
O=C1CSC(=S)N1/N=C/c1ccc(O)c(O)c1O,19%,4%,5.4%,-16%,-1%,
CCn1c(C(=O)N2CCC(C(=O)N3CCN(c4ccccn4)CC3)CC2)cc2sccc21,-3%,-1%,9.2%,24%,6%,
CC(C(=O)N1CCc2ccccc2C1)N1C(=O)c2ccccc2C1=O (stereo unspecified),-2%,6%,0.4%,2%,6%,
COc1ccc(CCn2c(-c3ccc(C(C)(C)C)cc3)n[nH]c2=S)cc1OC,14%,11%,3.1%,-8%,-1%,
CCC(=O)Nc1cc2nn(-c3ccc(OC)cc3)nc2cc1C,-7%,0%,i,-1%,-6%,
COc1ccccc1CNC(=O)c1ccc(SC)cc1OC,-11%,26%,0.7%,32%,2%,
Cc1ccc(Cn2c(SCC(=O)NCC3CCCO3)nc3c2c(=O)n(C)c(=O)n3C)cc1 (stereo unspecified),5%,0%,0.3%,1%,8%,
O=C(Nc1ccc(S(=O)(=O)N2CCCCC2)cc1)C1CC(=O)N(c2ccc(Cl)cc2)C1 (stereo unspecified),-16%,-1%,2.2%,-8%,2%,
CCCn1nnc(NC(=O)c2cc(Br)cc(Br)c2OC)n1,-2%,6%,i,2%,0%,

# Among those listed so far, 10 contain fluorine.
SMILES,Salmonella PhoP GFP,M. tuberculosis HTS,inhibitors of VEEV,M. tuberculosis,influenza NS1A,others
CC(=O)c1sc(NC(=O)c2ccccc2F)nc1-c1ccccc1,-5%,-2%,4.3%,1%,1%,
CCOC(=O)c1nnn(-c2nonc2N)c1-c1ccc(F)cc1,2%,-3%,0.2%,2%,-9%,
Cc1cc(C(F)(F)F)n2ncc(-c3ccc(F)cc3)c2n1,-76%,-5%,0.6%,-29%,-3%,
O=C(Nc1ccc(Cn2ccnc2)cc1)c1cccc(C(F)(F)F)c1,-1%,7%,0.9%,34%,-21%,
OC12CCCCC1C(c1ccc3c(c1)OCO3)N(Cc1ccc(F)cc1)CC2 (stereo unspecified),-13%,0%,0.9%,9%,12%,
Cc1cccc(C2Nc3ccccc3C(=O)N2c2ccc(F)cc2)n1 (stereo unspecified),12%,-3%,1.4%,5%,2%,
FCCCOc1ccc(-c2ccnc3ncnn23)cc1,10%,0%,1.0%,16%,7%,
O=C(Nc1ccccc1N1CCCC1)c1ccccc1F,-3%,?,i,?,-6%,
O=[N+]([O-])c1cccc(Cl)c1NCCNc1ncc(C(F)(F)F)cc1Cl,-9%,2%,1.1%,14%,-2%,
CC(Sc1ncc(C(F)(F)F)cc1Cl)C(=O)NC(N)=O (stereo unspecified),10%,-2%,1.3%,11%,5%,

# Source: PubChem
